# DENV2 CPE = inhibitors of DENV2 cytopathic effect, primary screen, cell-based, plate reader, single concentration. DENV2-infected cells, cytopathic effect rescue. CPE inhibition, % at 9.99 µM. AID 651640, 2012. 350,000 tested, 1.7% active; in the data active = CPE inhibition above about 20%, passing the limit was not always enough; inconclusive = no clear call, values can overlap the other calls; tested in BHK-21 cells;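 note: 0% = median of neutral control wells and 100% = median of positive control wells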
# FN deposition inh = inhibitors of fibronectin matrix deposition, primary screen, AH1F cells, Alexa488-fibronectin fluorescence, plate reader | AH1F fibroblasts, overnight | 350,000 tested, 0.086% active | inhibition, % at 12.6 µM;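 active = mean inhibition across replicates of 30% or more, regardless of how many single replicates reach that level; inconclusive = mean under 30% yet at least half of replicates reach 30%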;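 note: positive control wells lacked labelled fibronectin entirely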
#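 Material: AH1F fibroblast monolayer depositing Alexa488-labelled fibronectin into matrix | Input: 10000 AH1F cells/well | Medium: DMEM plus 2% serum, read in PBS | Reagent: Alexa488-fibronectin, 24 nM final in well | Compound dosing: One dose per compound, pinned | Schedule: 1 h adhesion, overnight exposure | Measured by: Fluorescence at 485 nm excitation, 525 nm emission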
# F508del corr = F508del CFTR correction, initial screen, CFBE line, single point; CFBE cells, YFP halide quenching; stimulated with forskolin plus potentiator P3; % fluorescence drop versus neutral controls; activity (quench increase), % at 7.58 µM; 350,000 tested, 0.36% active;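 active = mean added fluorescence quench of at least 8% versus neutral control, with both replicates also reaching 8%; inconclusive = only one of the mean or replicate conditions met; inactive = mean below 8% and not both replicates reaching 8%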;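 note: cells transiently co-express mutant CFTR-F508del with the halide-sensitive YFP; corrector assay measuring rescue of mutant channel to the surface after 24 h compound exposure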
# INS-1E GSIS act = GLuc luminescence reporter in INS-1E cells, primary screen for activators of glucose-dependent secretion of insulin; INS-1E GLuc reporter insulin secretion, 2-3 h; 370,000 tested, 0.61% active; activation, % at 16.6 µM; AID 743287, 2014;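 active = lowest replicate activation of at least 40%, so every replicate reaches that level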;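 note: 0% = median of neutral control wells and 100% = median of IBMX positive control wells; some compounds called inactive have numbers as strong as hits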
# miR122 inh = miR-122 Renilla sensor signal increase in Huh7, primary screen, miR-122 inhibitor project, cell-based, single point, plate reader. AID 602342, 2012. 340,000 tested, 0.3% active. activation (reporter increase), % at 12.5 µM. Huh7 miR-122 Renilla luciferase sensor, 48 h; neutral wells = 0, positive control = 100;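 active = mean replicate activation score at least 90 and every replicate individually at or above 90; inconclusive = only one of the two criteria met; inactive = neither criterion met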;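 note: higher luciferase means less miR-122 activity so hits act as miR-122 inhibitors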
# PAX8 reporter = inhibitors of PAX8-driven TPO luciferase reporter, primary screen, RMG-I cells, single concentration | AID 652154, 2013 | SteadyGlo, 24 h | 360,000 tested, 1.2% active | inhibition, % at 12.6 µM;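 active = mean replicate inhibition at least 60% with every replicate also reaching 60%; inconclusive = only one of the two criteria is met; inactive = mean below 60% and not all replicates reaching 60%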;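 note: luciferase light reporting Pax8 driven TPO promoter activity; plate controls were median of neutral control wells for no effect and mitoxantrone controls for full effect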
# EWS-Fli inh = EWS/Fli-driven NR0B1 reporter inhibitors, primary screen, A673 cells, NR0B1 luciferase, luminescence, MLPCN library | viability-normalised | AID 651661, 2012 | 350,000 tested, 0.67% active | inhibition, % at 12.6 µM;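 active = mean inhibition of at least 50% after viability correction, with every replicate also passing that limit; inconclusive = mean reaches 50% but only one of two replicates passes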;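 note: firefly luciferase signal divided by Alamar Blue viability fluorescence both relative to DMSO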
# * marks the source's active call; other numbers are inactive results; ? = inconclusive; · = no result given; [ ] = dose if it differs, or a comment.
SMILES,DENV2 CPE,FN deposition inh,F508del corr,INS-1E GSIS act,miR122 inh,PAX8 reporter,EWS-Fli inh
C[C@@H]1CN([C@@H](C)CO)C(=O)c2cc(NS(C)(=O)=O)ccc2O[C@@H]1CN(C)C(=O)Nc1ccccc1,4,·,-1.7,0,1[16.7 µM],-12,1
C[C@@H]1CN([C@@H](C)CO)C(=O)c2cc(NS(=O)(=O)c3cccs3)ccc2O[C@@H](C)CCCCO[C@@H]1CN(C)Cc1ccccc1,7,-7,4.8,-19,-1[16.7 µM],14,-4
CN(C)CC(=O)N[C@@H]1CC[C@H](CC(=O)NCc2ccc(Cl)cc2)O[C@H]1CO,-11,·,0.8,6,·,-19,3
CCOC(=O)c1sc(NC(=O)c2ccc(S(=O)(=O)N3CCCCCC3)cc2)nc1-c1ccccc1,3,3,2.2,-1,·,37,3
CC(=O)Nc1ccc(C(=O)NNC(=O)CCCCC(=O)NNC(=O)c2ccc(NC(C)=O)cc2)cc1,4,7,-1.8,-3,·,-18,-10
NC(=O)COc1ccccc1C1=NO[C@@](CC(=O)O)(C(=O)Nc2ccc3c(c2)OCCO3)C1,19,-5,3.2,9,-6,15,-2
CCN(CC)S(=O)(=O)c1cccc(C(=O)N[C@H](C(=O)OCC(=O)NC(=O)NC)C(C)C)c1,·,-5,·,·,-9,-22,·
COc1ccc2c3c(n(C)c2c1)[C@@H](CO)N(CC1CC1)CC31CN(S(=O)(=O)c2cn(C)cn2)C1,-15,0,4.6,-7,·,·,2
C/C=C/c1ccc([C@@H]2[C@@H](CO)N(C(=O)CC3CC3)C23CN(S(C)(=O)=O)C3)cc1,-8,·,0.1,-4,·,-1,2
CCC1CCCCN1S(=O)(=O)c1c(C)n(C)c(=O)n(C)c1=O (stereo not drawn),2,2,-0.1,27,·,-7,2
COc1ccc2c3c(n(C)c2c1)[C@@H](CO)N(C(=O)C1CCCC1)CC31CCN(C)CC1,-5,·,-1.3,-6,·,-18,-5
CCCCNC(=O)c1onc(CSc2cccc(Cl)c2)c1C(=O)O,-10,3,2.0,-4,-2,12,-4

# Six compounds from above, limited to miR122 inh and EWS-Fli inh:
SMILES,miR122 inh,EWS-Fli inh
COc1ccc2c3c(n(C)c2c1)[C@@H](CO)N(C(=O)C1CCCC1)CC31CCN(C)CC1,·,-5
CCOC(=O)c1sc(NC(=O)c2ccc(S(=O)(=O)N3CCCCCC3)cc2)nc1-c1ccccc1,·,3
CCN(CC)S(=O)(=O)c1cccc(C(=O)N[C@H](C(=O)OCC(=O)NC(=O)NC)C(C)C)c1,-9,·
NC(=O)COc1ccccc1C1=NO[C@@](CC(=O)O)(C(=O)Nc2ccc3c(c2)OCCO3)C1,-6,-2
C[C@@H]1CN([C@@H](C)CO)C(=O)c2cc(NS(=O)(=O)c3cccs3)ccc2O[C@@H](C)CCCCO[C@@H]1CN(C)Cc1ccccc1,-1[16.7 µM],-4
CCC1CCCCN1S(=O)(=O)c1c(C)n(C)c(=O)n(C)c1=O (stereo not drawn),·,2

# Some of the entries so far, tab-delimited:
compound	DENV2 CPE	FN deposition inh	F508del corr	INS-1E GSIS act	miR122 inh	PAX8 reporter	EWS-Fli inh
CCOC(=O)c1sc(NC(=O)c2ccc(S(=O)(=O)N3CCCCCC3)cc2)nc1-c1ccccc1	3	3	2.2	-1	·	37	3
CC(=O)Nc1ccc(C(=O)NNC(=O)CCCCC(=O)NNC(=O)c2ccc(NC(C)=O)cc2)cc1	4	7	-1.8	-3	·	-18	-10

# Returning to the listing with the four entries that preceded the break.
SMILES,DENV2 CPE,FN deposition inh,F508del corr,INS-1E GSIS act,miR122 inh,PAX8 reporter,EWS-Fli inh
C/C=C/c1ccc([C@@H]2[C@@H](CO)N(C(=O)CC3CC3)C23CN(S(C)(=O)=O)C3)cc1,-8,·,0.1,-4,·,-1,2
CCC1CCCCN1S(=O)(=O)c1c(C)n(C)c(=O)n(C)c1=O (stereo not drawn),2,2,-0.1,27,·,-7,2
COc1ccc2c3c(n(C)c2c1)[C@@H](CO)N(C(=O)C1CCCC1)CC31CCN(C)CC1,-5,·,-1.3,-6,·,-18,-5
CCCCNC(=O)c1onc(CSc2cccc(Cl)c2)c1C(=O)O,-10,3,2.0,-4,-2,12,-4
CCCNC(=S)N(Cc1ccccc1)Cc1nc2ccccc2c(=O)[nH]1,·,·,·,-22,2,15,·
O=C([C@@H]1[C@@H](CO)[C@@H]2Cn3c(ccc(C4=CCCCC4)c3=O)[C@H]1N2)N1CCC(Cc2ccccc2)CC1,-5,-13,1.1,-6,3[16.7 µM],-12,3
COc1ccccc1C(=O)Nc1cc(-c2ccc(C)cc2)no1,4,-9,2.7,8,3,-86,-78
O=C(Nc1ncccc1O)c1ccc(S(=O)(=O)N2CCCCCC2)cc1,72*,-4,-1.4,14,-7,-12,-9
O=C(NCc1ccccc1)c1cc(C2CCCCN2C(=O)CCCc2ccccc2)on1 (stereo not drawn),-4,0,0.9,·,3,-3,1
O=C(Cc1cnc2ncnn2c1)N1CCc2c([nH]c3ccccc23)C1c1ccccc1F (stereo not drawn),6,-3,2.2,-42,1,30,23
CCC(=O)N1[C@@H]2CN(C(=O)Nc3cccc(Cl)c3)c3ccccc3[C@@H]2[C@@H]1CO,6,·,-3.2,-4,8[16.7 µM],0,-6
O=C(NC1CCCc2ccccc21)c1cc(Cl)ccn1 (stereo not drawn),2,2,-2.6,12,-5,13,18
CC(Nc1nc(-c2ccc(F)cc2)cs1)c1nc2cc(C(F)(F)F)ccc2n1CCCO (stereo not drawn),-23,3,-0.8,·,8,13,0
CCCC(C)NC(=O)COC(=O)c1cccc(NS(C)(=O)=O)c1 (stereo not drawn),1,-3,-2.1,-7,-18,-6,9
Cc1ccsc1C(=O)N1CCC1(C)C(=O)NS(=O)(=O)c1cccc(F)c1 (stereo not drawn),-1,·,0.0,10,-24,21,-9
COCCCn1c(=O)c2ccccc2n(CC(=O)NC2CCCCC2)c1=O,4,2,-1.5,-1,0,-2,-2
COc1cc2[nH]c(=O)n(CCC(=O)NC3CCN(Cc4ccccc4)CC3)c(=O)c2cc1OC,·,1,·,·,1,-11,·
CSCCC(NC(=O)c1ccc(Cl)cc1)C(=O)OCC(=O)N1CCCC1=O (stereo not drawn),-4,1,3.2,-7,1,-7,-2
CCN(CC)S(=O)(=O)c1ccc(N=Nc2c(N)[nH]c(=O)[nH]c2=O)cc1,2,1,-0.8,4,-6,6,3
COc1ccc(Nc2nnc(SC(C(=O)Nc3cc(C)ccc3C)c3ccccc3)s2)cc1 (stereo not drawn),6,-3,3.3,5,31,39,8
CC(C)Nc1nc(NC(C)C)nc(C(N)=O)n1,·,-3,·,·,-2,3,·
C#CCOCCOCCOCCNc1nc(N2CCN(C(=O)Cn3cc(CCO)nn3)CC2)nc(N2CCN(C(=O)Cn3cc(CC(C)O)nn3)CC2)n1 (stereo not drawn),·,7,1.0,-5,-2,7,0
C[C@@H]1CCCCO[C@@H](CN(C)Cc2ccccc2)[C@H](C)CN([C@@H](C)CO)C(=O)c2cc(NC(=O)Nc3ccc(C(F)(F)F)cc3)ccc2O1,-14,2,1.3,13,-24[16.7 µM],106*,-1
O=C(CCc1ccccc1)Nc1nnc(-c2ccc3c(c2)OCCO3)o1,4,5,-2.4,4,·,-56,-19
COC(=O)c1ccccc1NC(=S)NC(=O)c1ccccc1F,·,1,·,30,·,12,·
COc1cc2c(cc1OC)C(C(N)=O)NCC2 (stereo not drawn),4,-5,-2.1,4,-7,-17,-3
Cc1ccccc1CN1C(=O)CN(S(C)(=O)=O)CC1(C)C(=O)NC(C)C (stereo not drawn),-8,-16,2.3,10,·,-5,-6
COCC#Cc1ccc2c(c1)O[C@@H](CN(C)S(=O)(=O)c1cccc(OC)c1)[C@@H](C)CN([C@H](C)CO)S2(=O)=O,-8,·,·,0,-6[16.7 µM],8,20
COc1cc(NC(=O)c2ccc3nsnc3c2)cc(OC)c1OC,-1,3,0.0,34,5,-3,·
C[C@@H]1CCCCO[C@H](CN(C)Cc2ccc(Cl)c(Cl)c2)[C@@H](C)CN([C@H](C)CO)C(=O)c2cc(NC(=O)Nc3ccc4c(c3)OCO4)ccc2O1,1,·,-1.3,9,-6[16.7 µM],·,5
Cc1cc2c(cc1C)NC1=C(N2)OC(c2cccc(O)c2)C1=O (stereo not drawn),9,-1,4.0,11,·,-11,-16
CCn1nc(CC(=O)Nc2ccc(-n3cnnn3)c(C)c2)c2ccccc2c1=O,·,7,·,6,0,24,·
O=C(C[C@H]1C[C@@H]2c3cc(NC(=O)c4ccc5c(c4)OCO5)ccc3O[C@@H]2[C@H](CO)O1)NCc1ccccn1,-2,·,-0.4,27,-2[16.7 µM],-21,-4
CO[C@@H]1CN(C)C(=O)c2ccc(NC(=O)c3cnccn3)cc2OC[C@@H](C)N(C(=O)C2CC2)C[C@@H]1C,-3,·,3.5,5,·,-10,-2
Cc1nnc(SCc2ccccn2)n(N)c1=O,-3,·,3.5,4,·,-6,2
Cc1ccc(NC(=O)CSc2ccc3nnc(-c4ccccn4)n3n2)cc1,?,2,0.7,-15,·,11,7
COc1cc2c(cc1OC)CN(C1CCCN(Cc3cc(Cl)ccc3O)C1)CC2 (stereo not drawn),2,-1,4.5,·,2,42,14
CN(Cc1ccc(Cl)cc1)C(=O)c1ccccc1SCC(=O)N1CCCC1,1,-15,-0.2,-11,0,-5,3
COCCCn1c(=O)cc(C)[nH]c1=S,-2,1,-0.4,-6,·,-8,-4
Cn1cc(Cc2ccc(C(=O)N3CCCCC3)cn2)c2ccccc21,13,2,-4.5,-7,1,11,-1
COc1ccc2c3c([nH]c2c1)[C@H](CO)N(C(=O)NC(C)C)CC31CCN(C(=O)C2CCCCC2)CC1,-2,-9,1.9,-21,·,20,2
CC1=C(C(=O)Nc2cccc(C(=O)NCc3ccc(F)cc3)c2)SCCO1,1,2,-0.8,-1,-9,7,·
COc1ccccc1N/C(N)=N/c1nc(C)cc(C)n1,0,-6,2.2,-5,·,-5,-6
Cc1ccc(C(=O)OCC(=O)Nc2ccc3[nH]c(=O)[nH]c3c2)cc1S(=O)(=O)N1CCOCC1,-2,-6,-0.5,10,·,0,-4
C[C@@H]1CN([C@H](C)CO)C(=O)c2cccc(NS(=O)(=O)c3ccc(F)cc3)c2O[C@@H]1CN(C)Cc1ccc(C(=O)O)cc1,-1,·,-1.0,27,-3[16.7 µM],·,-8
CC1(C(=O)NCc2ccccc2)CN(S(C)(=O)=O)CC(=O)N1C1CC1 (stereo not drawn),-8,18,-0.4,65*,·,-5,-11
CC(C)n1nnnc1SCC(=O)NCCc1ccccc1,·,4,·,·,-6,-32,·
COCCCn1c(=O)c2sccc2n(Cc2ccccc2)c1=O,-7,2,0.3,26,·,24,7
